# HTT cytoprotect = Huntington cell model cytoprotection by ATP luminescence. PC12 HTT-Q103 induced, cytoprotection, ATP luminescence, 40 h. Potency, µM (highest dose often 56.4 µM), for inactives: cytoprotection (ATP increase), usual class: activators. actives 0.14% (n = 230,000). AID 1471;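 further: % of control where 0% means no effect; nearly all actives have a fitted effect of over 45% in size; toxic huntingtin expression switched on by the ecdysone agonist tebufenozide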
#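 Quantitative HTS on tebufenozide-induced (100 nM) PC12 cells expressing HTTQ103 exon 1–GFP; compounds tested as a concentration series; survival measured via cellular ATP.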
# GAA inhib = alpha-glucosidase (human) inhibition; P10253; purified human GAA, 4-MU-alpha-glucoside fluorescence; Potency, µM (titrated, usually from 76.9 µM), for the others: top-dose activity change, negative = inhibition, usual class: inhibitors; actives 0.005% (n = 200,000); AID 1466;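 further: plate controls were uninhibited enzyme wells for no effect and no-enzyme background for full effect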
#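 Human alpha-glucosidase, 4 nM, pre-mixed with test compounds before 400 uM 4-methylumbelliferyl substrate; 20 min room temperature at pH 5.0. Fluorescence read after pH 10 stop; AC50 values from Hill-equation fits.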
# HTT aggregate = reduces HttQ103-GFP aggregates in PC12 cells; Potency, µM (doses to about 46.1 µM), for the others: at the highest dose activity change, negative = inhibition, hits mostly inhibitors; actives 1.1% (n = 220,000); PC12 HttQ103-GFP aggregates, Acumen cytometry, 40 h; further: on the % scale 0 is the no-effect control and ±100 the full control effect; nearly all actives have a fitted effect of over 60% in size
#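 Using laser scanning cytometry, GFP-positive aggregates were counted after lysis of PC12 cells induced with 100 nM tebufenozide to express HTT exon 1 Q103–GFP. Compounds were tested in titration.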
# aGlu spleen mod = lysosomal alpha-glucosidase (human) modulation. P10253. human spleen homogenate, 4-MU-alpha-glucoside fluorescence. Potency, µM (doses to about 79.9 µM), inactives show at the top dose activity change, negative = inhibition, usual class: inhibitors. actives 0.006% (n = 240,000). AID 2112;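 further: 0% = enzyme with vehicle and -100% = no enzyme basal signal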
#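 Enzyme source: human spleen homogenate, 1 ug/well. Buffer 50 mM citric acid/K phosphate pH 5.0, 0.01% Tween-20. 4-MU-alpha-glucoside 1 mM; 37 C x 40 min; NaOH/glycine stop; fluorescence.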
# RGS12 GoLoco inh = inhibitors of human Gai1-RGS12 GoLoco interaction (red fluorophore); P63096; Gai1:RGS12 GoLoco peptide FP, rhodamine, 10 min; Potency, µM (series often up to 61.6 µM), for the others: at the highest dose activity, negative = inhibition, hits mostly inhibitors; actives 0.44% (n = 230,000); AID 880; active means well fitted inhibition curve with a large enough effect, not every such curve was filed as active; inactive means no such curve, though single readings can be large or run the other way; further: on the % scale 0 is the no-effect control and ±100 the full control effect; nearly all actives have a fitted effect of over 30% in size; many of its hits are not listed in these tables
# Target sequence (P63096 whole entry, looked up): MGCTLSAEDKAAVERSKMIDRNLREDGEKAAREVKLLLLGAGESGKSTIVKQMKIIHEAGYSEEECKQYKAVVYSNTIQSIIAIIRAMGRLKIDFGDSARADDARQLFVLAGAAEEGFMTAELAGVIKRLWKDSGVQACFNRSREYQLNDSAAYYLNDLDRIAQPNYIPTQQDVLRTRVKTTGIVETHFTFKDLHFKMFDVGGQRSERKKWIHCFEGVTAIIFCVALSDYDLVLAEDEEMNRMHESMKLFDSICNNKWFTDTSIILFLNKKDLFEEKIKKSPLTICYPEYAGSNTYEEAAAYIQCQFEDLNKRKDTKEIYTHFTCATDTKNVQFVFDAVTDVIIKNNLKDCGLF
# IMPase Li inh = cell-permeable IMPase inhibitors with lithium potentiation; CHO-M1 cells, IP1 TR-FRET (IP-One), carbachol + lithium; Potency, µM (top dose mostly 59.4 µM), for inactives: at the highest dose activity, negative = IMPase inhibition, hits mostly inhibitors; actives 0.35% (n = 210,000);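 further: IP1 builds up when IMPase is blocked and the TR-FRET signal falls; plate controls were basal vehicle for no effect and high inhibitor control for full effect; nearly all actives have a fitted effect of over 50% in size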
#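 IP1 accumulation measured by competitive TR-FRET in lysed CHO-M1 cells after 30 min compound exposure at 37C, with a small lithium addition to potentiate weak responses. Hill-equation AC50 from ratio and donor-channel data.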
# GAA glycogen mod = inhibitors or activators of human alpha-glucosidase glycogen cleavage; P10253; recombinant GAA, glycogen substrate, Amplex Red glucose oxidase fluorescence; Potency, µM (series often up to 76.4 µM), inactives show top-dose activity change, negative = inhibition, most hits filed as inhibitors; actives 0.38% (n = 300,000); AID 2100;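 further: 0% = full enzyme reaction and -100% = no-enzyme basal signal; the screen sought inhibitors and activators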
#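 Natural-substrate format: glycogen cleavage by 4 nM human enzyme, glucose read by Amplex Red coupling (Ex 573, Em 610 nm). Normalized to enzyme and no-enzyme controls.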
# Active calls of the source: *; u = inconclusive; x = no result given; [ ] = dose if it differs, or a comment. Unless noted, the call rests on the fitted dose curve; in most records, active means well fitted curve in the direction sought with a large enough effect; inconclusive means small, poorly fitted or top-dose-only effect, or another doubt; inactive means no such curve, though single readings can be large; an effect the other way counts as inactive or inconclusive. Potency means the concentration at half of the fitted maximal effect. Not all compounds are listed, so the mix of outcomes need not match the whole.
# Each structure is followed by: GAA glycogen mod | RGS12 GoLoco inh | IMPase Li inh | HTT cytoprotect | HTT aggregate | aGlu spleen mod | GAA inhib
[1] CN(C)C(=O)C12CCC(C)(C(=O)C1Br)C2(C)C (stereo not drawn)
  7% | -1% | x | 15%[10 µM] | 2%[9.22 µM] | 0% | x
[2] COc1ccccc1Nc1nc2nonc2[nH]c1=O
  -17% | 7% | -1% | 14%[10 µM] | -8%[9.22 µM] | 9% | 6%
[3] CCOc1cc(C=O)ccc1OCCSc1ccc(Cl)cc1
  4% | -23% | 8%[38.3 µM] | u | 11% | -6% | -14%
[4] Nc1c(C(=O)c2ccccc2)sc2nsc(SCCN3CCCC3)c12
  0% | -1% | x | 31%[10 µM] | 20%[9.22 µM] | -18% | x
[5] Cn1cccc1C(=O)OCC(=O)Nc1cc(C(C)(C)C)nn1-c1ccccc1
  -2% | 3% | -6%[38.3 µM] | -4%[0.074 µM] | x | u | -1%
[6] CCOC(=O)CSc1nnc2c(n1)C1(C)CCC2C1(C)C (stereo not drawn)
  -7% | 4% | -3%[38.3 µM] | 19%[10 µM] | 8% | 9% | 10%
[7] CCC(C)(C)c1ccc(OCCCC[n+]2ccccc2)c(C(C)(C)CC)c1
  10% | -1% | 17% | -119%[inhibitor] | u | 0% | -8%
[8] COc1ccc(NC(=O)c2cccnc2Sc2ccccc2)c(OC)c1
  -9% | 3% | 4% | 17%[10 µM] | 16% | -13% | 4%
[9] COc1ccccc1C(=O)Nc1nc(N)n(-c2ccccc2)n1
  4% | -10% | 10%[38.3 µM] | -41%[inhibitor] | 5% | -6% | 1%
[10] COC(=O)C1=C(C)N(Cc2ccco2)C(=O)N[C@@H]1c1ccc(Br)cc1
  x | 0%[14.2 µM] | -3% | u | x | -6%[17.4 µM] | x
[11] CCCCNC(=S)Nc1cc(S(=O)(=O)N2CCCCC2)ccc1C
  -11% | 1% | x | -5%[10 µM] | 6%[9.22 µM] | -1% | x
[12] Cc1ccc(CC2S/C(=N/N=C/c3ccco3)NC2=O)cc1 (stereo not drawn)
  -9% | -8% | -1% | 5%[10 µM] | 13% | 6% | 3%
[13] O=C(CNc1ccc2ccccc2c1)N/N=C/C=C/c1cccc([N+](=O)[O-])c1
  -4% | 11% | 4% | 16%[10 µM] | u | 4% | -7%
[14] COc1ccc(N2CCN(C(=O)CC(NC(N)=O)c3cccc(Oc4ccccc4)c3)CC2)cc1 (stereo not drawn)
  -2% | -10% | 31%[38.3 µM] | 8% | u | -7% | -4%
[15] O=C(NCc1ccc2c(c1)OCO2)c1nn(-c2ccccc2)c(=O)c2ccccc12
  2% | -9% | 41%[38.3 µM] | -14%[10 µM] | -16% | -5% | -4%
[16] CCOc1cc(CNn2nnnc2N)cc(Cl)c1OCC(=O)NC(C)(C)C
  3% | 1% | -7%[38.3 µM] | -15% | 10% | 3% | -1%
[17] Cc1cc(C)c2sc(N(CCCN(C)C)C(=O)CN3C(=O)c4ccccc4C3=O)nc2c1
  0% | 2% | -1% | -6% | 17% | x | -11%
[18] Cc1cc(S(=O)(=O)NCc2cccnc2)ccc1-n1cnnn1
  5% | -2% | -6%[38.3 µM] | 28% | -9% | 2% | -10%
[19] CCOC(=O)C1Sc2ccccc2NC1=O (stereo not drawn)
  8% | 6% | -1% | -5% | -15% | -2% | -4%
[20] O=C(Cn1nc(Cc2ccncc2)c2ccccc2c1=O)Nc1cccnc1Cl
  7% | 7% | x | 10%[10 µM] | -14%[9.22 µM] | 1% | x

# One compound at a time, as listed above. Values in the order: GAA glycogen mod, RGS12 GoLoco inh, IMPase Li inh, HTT cytoprotect, HTT aggregate, aGlu spleen mod, GAA inhib
# Cc1ccc(CC2S/C(=N/N=C/c3ccco3)NC2=O)cc1 (stereo not drawn) reads -9%, -8%, -1%, 5%[10 µM], 13%, 6%, 3%
# Cn1cccc1C(=O)OCC(=O)Nc1cc(C(C)(C)C)nn1-c1ccccc1 reads -2%, 3%, -6%[38.3 µM], -4%[0.074 µM], x, u, -1%

# Other results:
# Each structure is followed by: GAA glycogen mod | RGS12 GoLoco inh | IMPase Li inh | HTT cytoprotect | HTT aggregate | aGlu spleen mod | GAA inhib
[21] N/C(=N\OC(=O)Cc1ccc(-c2ccccc2)cc1)c1cccc([N+](=O)[O-])c1
  -6% | 5% | 8%[38.3 µM] | 8% | -13% | -10% | 2%
[22] CCO[C@@H]1OC(C(=O)N2CCN(Cc3ccc4c(c3)OCO4)CC2)=C[C@H](c2ccc3c(c2)OCO3)[C@H]1CCCO
  5% | 4% | 1% | 4%[10 µM] | -11%[9.22 µM] | -5% | x
[23] CC(c1ccon1)N(C)Cc1cn[nH]c1-c1ccc(F)cc1F (stereo not drawn)
  5% | 11% | x | 21%[10 µM] | -15%[9.22 µM] | 8% | x
[24] Cn1c(SCC(=O)NCc2ccc(F)cc2)nc2c([nH]c3ccccc32)c1=O
  -3% | 0% | -17% | -29% | 14% | 0% | -5%
[25] COc1ccc(NC(=O)C2C3CCC(C3)C2C(=O)O)cc1OC (stereo not drawn)
  -25% | 0% | 26%[38.3 µM] | 6% | -9% | -16% | 1%
[26] O=C(CCCCO)CCCCCCCC[C@H]1N[C@H](CO)[C@H](O)[C@@H]1O[C@@H]1O[C@H](CO)[C@@H](O)[C@H](O)[C@H]1O
  7% | -1% | -7% | x | 0% | 10% | 2%[15.4 µM]
[27] COc1ccc(C(O)c2nc3ccccc3s2)cc1 (stereo not drawn)
  8% | -4% | -3%[38.3 µM] | 16% | 0% | -6% | u
[28] O=C(NCC1CCCO1)c1cc(-c2ccncc2)nc2ccc(S(=O)(=O)N3CCOCC3)cc12 (stereo not drawn)
  0% | 2% | 11%[38.3 µM] | 7%[1.9 µM] | -21% | 1% | -3%
[29] CCN(C(=O)CSc1nnc(-c2ccncc2)n1-c1ccccc1)C1CCS(=O)(=O)C1 (stereo not drawn)
  4% | 10% | -4% | -18% | 16% | -2% | -3%
[30] O=C(OCC(=O)N(C1CCCCC1)C1CCCCC1)c1ccco1
  -34% | 0% | 4%[38.3 µM] | -29% | 2% | -10% | -7%
[31] O=C(O)C1C2C=CC(O2)C1C(=O)NCc1ccc(Cl)cc1 (stereo not drawn)
  -1% | -12% | -5% | -27%[0.074 µM] | -10% | -3% | 7%
[32] O=C1CS/C(=N/N=C2CCCC2)N1
  -13% | -4% | -2% | 0% | -5% | -4% | -1%
[33] CCOc1ccccc1NC(=O)CCCn1cc([N+](=O)[O-])cn1
  2% | 5% | u | -40%[inhibitor] | -7% | x | -7%
[34] CCC(=O)Nc1nc2ccc(NC(=O)c3cc(OC)c(OC)c(OC)c3)cc2s1
  -7% | 11% | 2% | -33%[inhibitor] | -27% | 0% | -12%
[35] COc1ccc(CN2C(=O)CS/C2=N/N=C/c2cccs2)cc1
  -2% | -3% | x | 22%[10 µM] | 0%[9.22 µM] | -3% | x
[36] CCC(SC1=NCCS1)C(=O)Nc1ccc(S(N)(=O)=O)cc1 (stereo not drawn)
  -6% | 11% | -4% | x | 3% | -2% | 3%
[37] CCN(CC)c1ccc(NC(=O)c2ccc(Br)o2)cc1
  -14% | -13% | 15%[38.3 µM] | -43%[inhibitor][10 µM] | 13%[9.22 µM] | -16% | -8%
[38] Cc1ccccc1OCCn1cnc2cc([N+](=O)[O-])ccc2c1=O
  0% | 18% | 17% | -23% | u | 0% | u
[39] Cc1cc(N2CCCCC2)nc2ccc(NC(=O)CCC(=O)NCCC(C)C)cc12
  9% | 8% | 35%[activator][38.3 µM] | -29% | 3% | 27% | u
[40] COC(c1ccccc1)c1nnc(CCC(=O)N2CCN(CCOc3ccccc3)CC2)o1 (stereo not drawn)
  -9% | 7% | 9% | -15%[10 µM] | 1%[9.22 µM] | 4% | -10%
[41] CCOC(=O)C1CCCN(C(=O)c2cccc(NC(=O)C(CC)CC)c2)C1 (stereo not drawn)
  17% | -2% | 0% | -29% | 27% | -3% | 2%
[42] CC1Cc2ccccc2N1C(=O)C1CCCCN1S(=O)(=O)c1ccccc1 (stereo not drawn)
  -8% | 20% | 5%[38.3 µM] | 0% | -2% | -10% | 0%
[43] c1csc(-c2nnc(N3CCOCC3)c3ccccc23)c1
  3% | -9% | 10% | -30% | 17% | -2% | 2%
[44] Cc1ccc(C2CCN(C(=S)NC(C)(C)C)C2)cc1 (stereo not drawn)
  3% | 3% | 14% | -32%[inhibitor] | u | 3% | -18%
[45] c1csc(C(c2nnnn2C2CCCC2)N2CCOCC2)c1 (stereo not drawn)
  5% | -5% | 9%[38.3 µM] | 5% | 6% | -21% | -2%
[46] CCOC(=O)C(C(=O)OCC)C1CS(=O)(=O)CC1C(C(=O)OCC)C(=O)OCC (stereo not drawn)
  -8% | 5% | 3% | 0%[1.9 µM] | 11% | -1% | -11%
[47] O=C(c1cccc(NS(=O)(=O)c2ccc(F)c(F)c2)c1)N1CCN(Cc2ccccc2)CC1
  7% | 9% | 4% | 19%[10 µM] | -3% | -2% | 4%
[48] C=CCn1c(CNC(=O)c2ccco2)nnc1SCC(=O)Nc1cccc(F)c1
  18% | 5% | 4% | 14%[10 µM] | 14% | -9% | 8%

# Structures listed so far that have an aryl methoxy group, in the order listed:
# Each structure is followed by: GAA glycogen mod | RGS12 GoLoco inh | IMPase Li inh | HTT cytoprotect | HTT aggregate | aGlu spleen mod | GAA inhib
[2] COc1ccccc1Nc1nc2nonc2[nH]c1=O
  -17% | 7% | -1% | 14%[10 µM] | -8%[9.22 µM] | 9% | 6%
[8] COc1ccc(NC(=O)c2cccnc2Sc2ccccc2)c(OC)c1
  -9% | 3% | 4% | 17%[10 µM] | 16% | -13% | 4%
[9] COc1ccccc1C(=O)Nc1nc(N)n(-c2ccccc2)n1
  4% | -10% | 10%[38.3 µM] | -41%[inhibitor] | 5% | -6% | 1%
[14] COc1ccc(N2CCN(C(=O)CC(NC(N)=O)c3cccc(Oc4ccccc4)c3)CC2)cc1 (stereo not drawn)
  -2% | -10% | 31%[38.3 µM] | 8% | u | -7% | -4%
[25] COc1ccc(NC(=O)C2C3CCC(C3)C2C(=O)O)cc1OC (stereo not drawn)
  -25% | 0% | 26%[38.3 µM] | 6% | -9% | -16% | 1%
[27] COc1ccc(C(O)c2nc3ccccc3s2)cc1 (stereo not drawn)
  8% | -4% | -3%[38.3 µM] | 16% | 0% | -6% | u
[34] CCC(=O)Nc1nc2ccc(NC(=O)c3cc(OC)c(OC)c(OC)c3)cc2s1
  -7% | 11% | 2% | -33%[inhibitor] | -27% | 0% | -12%
[35] COc1ccc(CN2C(=O)CS/C2=N/N=C/c2cccs2)cc1
  -2% | -3% | x | 22%[10 µM] | 0%[9.22 µM] | -3% | x

# Source: PubChem BioAssay
